# GPT2 inhibitor: Primary qHTS assay for inhibitors of Glutamate pyruvate transaminase 2 (GPT2) | Potency, µM (doses to about 57.7 µM), for the others: top-dose activity change, negative = inhibition, most hits filed as inhibitors | Recombinant GPT2, coupled pyruvate oxidase/HRP Amplex Red fluorescence | actives 0.25% (n = 100,000); also: potency is read from the fitted curve at half-maximal effect; nearly all actives have a fitted effect of over 60% in size; many of its hits are not listed in these tables
# Target sequence (Q8TD30 whole entry, looked up): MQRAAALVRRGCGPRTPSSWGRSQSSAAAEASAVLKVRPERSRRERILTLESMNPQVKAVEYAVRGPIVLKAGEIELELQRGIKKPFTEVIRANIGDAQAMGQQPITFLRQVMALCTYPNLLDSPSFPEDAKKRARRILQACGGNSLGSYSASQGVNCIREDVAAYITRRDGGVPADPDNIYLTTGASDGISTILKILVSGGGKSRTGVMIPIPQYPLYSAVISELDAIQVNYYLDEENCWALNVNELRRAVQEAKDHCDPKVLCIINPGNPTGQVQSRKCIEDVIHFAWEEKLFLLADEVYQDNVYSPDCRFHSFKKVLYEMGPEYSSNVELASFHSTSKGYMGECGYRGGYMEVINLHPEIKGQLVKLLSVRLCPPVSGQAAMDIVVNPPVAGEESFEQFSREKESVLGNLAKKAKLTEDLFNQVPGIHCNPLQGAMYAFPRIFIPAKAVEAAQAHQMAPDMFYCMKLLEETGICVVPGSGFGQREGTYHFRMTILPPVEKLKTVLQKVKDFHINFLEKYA
#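 Inhibition is scored from Amplex Red fluorescence generated when pyruvate oxidase and HRP act on pyruvate released by GPT2. Reactions contain 10ng/uL enzyme, 250uM a-KG and 2mM L-alanine and run 30 min at room temperature.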
# HEK cytotox: Cytotoxic Profiling in HEK 293 Cell Line of Diverse Libraries Using Quantitative High-Throughput Screening | actives 6.6% (n = 94,000) | Potency, µM (doses to about 115 µM), inactives show at the highest dose activity change, negative = cytotoxicity, actives largely listed as inhibitors | HEK 293 viability, ATP luminescence (CellTiter-Glo), 48-72 h; also: potency is read from the fitted curve at half-maximal effect; nearly all actives have a fitted effect of over 60% in size
#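 Cells seeded first (HEK 293, 250 cells/well), then compound added by pintool. Incubation ran 48 or 72 hr at 37 degree Celsius. CellTiter-Glo was added and luminescence imaged after 10 min at room temperature.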
# SNCA viab count: GF-AFC viability counterscreen for inhibitors of alpha-synuclein gene (SNCA) expression | Potency, µM (series often up to 57.1 µM), inactives show top-dose activity change, negative = cytotoxicity, actives largely listed as cytotoxic | actives 0.12% (n = 150,000) | HEK-293-SNCA-luc viability, GF-AFC fluorescence, 24 h | AID 1671193, 2021;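 also: potency is read from the fitted curve at half-maximal effect; 0% = DMSO-treated cells and -100% = medium-only wells without cells; nearly all actives have a fitted effect of over 30% in size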
#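 HEK-293-SNCA-luc cells (1500/well) plated 24 h, then exposed 24 h to a dilution series; GF-AFC added 30 min at 37C, fluorescence 405/540 nm; normalised to medium-only and DMSO wells, Hill fit.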
# SNCA expr inhib: Primary qHTS assay for inhibitors of alpha-synuclein gene (SNCA) expression; HEK-293 SNCA-luciferase knock-in, luminescence, 24 h; Potency, µM (series often up to 57.2 µM), for the others: at the highest dose activity change, negative = inhibition, hits mostly inhibitors; actives 0.17% (n = 140,000);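 also: potency is read from the fitted curve at half-maximal effect; plate controls were DMSO cells for no effect and cell-free wells for full effect; nearly all actives have a fitted effect of over 45% in size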
# 3T3 cytotox: Cytotoxic Profiling in NIH 3T3 Cell Line of Diverse Libraries Using Quantitative High-Throughput Screening; NIH 3T3 viability, CellTiter-Glo ATP luminescence, 48-72 h; Potency, µM (doses to about 96.7 µM), without a hit: at the top dose activity change, negative = cytotoxicity, hits mostly inhibitors; actives 4.3% (n = 94,000); also: potency is read from the fitted curve at half-maximal effect; nearly all actives have a fitted effect of over 55% in size
#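 Viability of NIH 3T3 cells after 48 or 72 hr compound treatment at 37 °C was assessed by CellTiter-Glo, with luminescence imaged following a 10 min room-temperature step.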
# Luciferase inh: Firefly luciferase inhibition profiling of diverse chemical library using quantitative high-throughput screening | Luciferin 4-monooxygenase (Photinus pyralis), P08659 | Potency, µM (titrated, usually from 115 µM), without a hit: top-dose activity change, negative = inhibition, usual class: inhibitors | purified P. pyralis luciferase, luminescence, biochemical | actives 2.5% (n = 76,000); also: potency is read from the fitted curve at half-maximal effect; nearly all actives have a fitted effect of over 65% in size
#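 Cell-free enzyme assay, 10nM P. pyralis luciferase, luciferin and ATP each at 10uM. Inhibition profiled over a 6-point titration, read as luminescence.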
# IP6K1 inh: Primary qHTS assay for small molecule inhibitors of Inositol hexaphosphate kinase 1 (IP6K1) | activity change, % (series mostly up to about 58 µM) | IP6K1 kinase, ADP-Glo luminescence, 2 h; hits give low values | AID 1645851, 2021 | Inositol hexakisphosphate kinase 1 (Homo sapiens), Q92551 | actives 0.81% (n = 140,000); in the data active = activity change below about -25%
# Target sequence (Q92551 whole entry, looked up): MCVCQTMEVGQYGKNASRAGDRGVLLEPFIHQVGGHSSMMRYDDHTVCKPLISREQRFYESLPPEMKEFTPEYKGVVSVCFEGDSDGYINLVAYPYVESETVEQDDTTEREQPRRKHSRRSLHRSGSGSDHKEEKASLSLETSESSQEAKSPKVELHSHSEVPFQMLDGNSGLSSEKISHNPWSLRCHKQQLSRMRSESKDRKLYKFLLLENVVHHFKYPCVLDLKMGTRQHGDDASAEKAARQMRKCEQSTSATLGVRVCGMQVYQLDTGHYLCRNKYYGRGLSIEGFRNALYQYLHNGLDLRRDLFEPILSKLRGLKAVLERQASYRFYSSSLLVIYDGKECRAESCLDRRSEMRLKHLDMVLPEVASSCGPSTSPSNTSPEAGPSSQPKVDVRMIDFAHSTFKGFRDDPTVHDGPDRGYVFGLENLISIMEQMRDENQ
#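 ADP-Glo luminescence measures ADP made by human IP6K1 during a 2 h RT reaction with ATP/IP6 (mix at 1.3 mM/130 uM); top library doses 57.5 and 19.1 uM final.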
# * marks the source's active call; other numbers are inactive results; i = inactive; ? = inconclusive; nt = no result given; [ ] = another dose, or the depositor's remark. Unless noted, calls follow the shape of the dose curve; as a rule, active = well fitted curve in the direction sought with a large enough effect; inconclusive = small, poorly fitted or top-dose-only effect, or another doubt; inactive = no such curve, though single readings can be large; an effect the other way counts as inactive or inconclusive. Unless noted, % is scaled to controls: 0 for no effect and ±100 for the full control effect. This is a subset, so the mix of outcomes need not match the whole.
Structure	GPT2 inhibitor	HEK cytotox	SNCA viab count	SNCA expr inhib	3T3 cytotox	Luciferase inh	IP6K1 inh
CCOC(=O)CC(NC(=O)c1cc2c(=O)n3cccc(C)c3nc2s1)c1ccc(OCC(C)C)c(OC)c1 (centres undefined)	nt	nt	17%	-14%	nt	nt	-15
CCCn1c(C)cnc1CC1CCN(S(=O)(=O)c2ccc3c(c2)CCC3)C1 (centres undefined)	-1%	?	6%	-20%	?	4%	-9
Cc1noc(C)c1-c1cc2cc(CO)oc2c(NCC2CCOCC2)n1	-34%[88.5 µM]	?	10%[87.6 µM]	41%[activator][87.6 µM]	22µM*	0%[172 µM]	7
O=C(c1ccccc1)N1CCC2(CC1)N=C(c1ccc(Br)cc1)NO2	i	?	8%	-29%	?	5%	15
COc1ccc([S+](=O)([O-])N2CCC3(CC2)OCCN(c2ccc(F)cc2)C3=O)cc1	-13%[88.5 µM]	?	-1%[87.6 µM]	-2%[87.6 µM]	?	-7%[172 µM]	-5
Cc1ccc(-n2c(=O)c3c4c(sc3n(Cc3cc(=O)n5ccccc5n3)c2=O)CCC4)cc1C	nt	nt	0%	-1%	nt	nt	0
CCCOC(=O)C1=CN(Cc2ccccc2)S(=O)(=O)N=C1C	i	?	15%	2%	-27%	2%	-8
CCn1cc(S(=O)(=O)N2CCC(CCOc3ccccc3OC)C2)cn1 (centres undefined)	0%	?	20%	12%	?	-9%	10
CC(=O)N1C[C@@H](C(=O)NCCCc2c(C)noc2C)[C@H](c2nc(C)no2)C1	-11%	-8%	-2%	-11%	-16%	1%	7
Cc1ccc(C(=O)c2cc(O)c(O)c([N+](=O)[O-])c2)cc1	-21%	nt	0%	13%	nt	nt	-1
COCCNC(=O)C(NC(=O)c1ccccc1C)C1CCN(C(=O)c2ccccc2F)CC1 (centres undefined)	i	5%	11%	-7%	-10%	3%	-3
Cn1cccc1CN1CC[C@H]2C(=O)NCCCCCCN(Cc3ccncc3)[C@@H]2C1	i	?	1%	-3%	-21%	-11%	11
COC1=C(c2ccc(F)cc2)C(=O)N(Cc2ccccc2)C1	nt	?	nt	nt	?	nt	11
O=S(=O)(NCCc1noc(-c2ccncc2)n1)c1ccc(F)cc1	i	?	-19%[12.5 µM]	1%	-22%	4%	1
COc1nccnc1-c1cc(NCCN(C)C)nc2[nH]ccc12	i[11.5 µM]	-16%	1%	-14%	-4%	5%	47
CC(C)CN1C(=O)COC[C@@H]1[C@H](O)c1ccc(NC(=O)c2ccco2)cc1	0%[88.5 µM]	i	3%[87.6 µM]	14%[87.6 µM]	i	9%[172 µM]	-5
O=[S+]1([O-])NC2(CCN(Cc3ccc(C(F)(F)F)cc3)C2)COc2ncccc21 (centres undefined)	i	?	-3%	5%	-14%	nt	17
O=C(N[C@H]1C[C@@H]2OCC[C@H]12)c1cccc(-n2cnnc2)n1	2%	i	3%	45%[activator]	i	-2%	5
COc1ccc(-c2noc(-c3cccc(OC)c3OC)n2)cc1	nt	nt	-9%	24%	nt	nt	-3
N#Cc1cccc(C(=O)Nc2ccc3c(N4CCOCC4)ncnc3c2)c1	-1%	?	-1%	1%	?	0%	25
O=C1CC2CCN(Cc3ccccc3)CC2CCN1 (centres undefined)	i	-1%[172 µM]	-1%[87.6 µM]	?	i	nt	-22
O=C(Cc1ccccn1)N1CCC2(CC1)CC(=O)N(c1ccccc1)c1ccccc1O2	1%	?	-1%	14%	-21%	2%	-9
CCCC1c2nccn2CCCN1C(=O)c1ccoc1C (centres undefined)	i	i	-13%	0%	i	4%	-1
O=C1NCCC[C@@H]1NC(=O)[C@H]1CN(C(=O)C2CCNCC2)CCN1C(=O)c1cccs1	0%	i	3%	-9%	-3%	-4%	-9
COC(=O)[C@H](NC(=O)[C@@H]1C[C@H](NC(=O)Nc2ccc(OC)cc2)CN1C(=O)CSC)C(C)C	i	-12%	-20%	2%	?	-2%	6
Cc1cc(=O)n(Cc2cccc(F)c2)c2c1c(C)nn2-c1cccc(F)c1	nt	nt	1%	2%	nt	nt	6
CS(=O)(=O)N1C[C@H]2CCN(Cc3cccc(F)c3F)C[C@H]21	i	-3%	2%[12.5 µM]	13%	-10%	10%	22
COC(=O)CCC(=O)N1CCCC(c2nc(SCCN3CCOCC3)ncc2C)C1 (centres undefined)	-11%	-2%	5%	-18%	i	0%	25
CN1CC(=O)NC1=NC(=O)Nc1cccc(Cl)c1	i	nt	-7%	11%	nt	nt	nt
COc1ccc(Cl)cc1NC(=O)CN1C(=O)NC2(CCC(C)CC2)C1=O (centres undefined)	4%	?	-9%	2%	?	12%	19
Cc1nn2c(c1-c1ccccc1Oc1ccccc1)N(C(=O)c1ccccc1)CCC2	-8%[88.5 µM]	56µM*	?	?	45µM*	-13%[172 µM]	16
O=C(Cn1cc(SCc2ccc(Cl)cc2)c2ccccc21)N1CCCC1	nt	nt	9%	74%[activator]	nt	nt	4
COc1ccc(C[C@H](C)NC[C@@H](O)c2ccc(O)c(NC=O)c2)cc1	-5%	nt	?	nt	nt	nt	9
O=C(Nc1ccc2c(c1)C(=O)N1CCC[C@H]1C(=O)N2)c1cc(-c2cccnc2)n[nH]1	i	-9%	-5%	-27%	i	-6%	6
CCOC(=O)[C@@H]1[C@@H](OC)C(=O)N(Cc2ccccc2)C12CCN(C(=O)c1cccc(C#N)c1)CC2	nt	?	nt	nt	-33%	nt	-4
COc1ccc(C2=C(C)C(N3CCC(C(=O)NCc4ccc(C)o4)CC3)=NS2(=O)=O)cc1	nt	nt	19%	-14%	nt	nt	1
Cc1ccc(NC(=O)Cn2c(=O)n(CCCCC(=O)NCc3ccccc3Cl)c(=O)c3ccccc32)cc1	nt	nt	2%	13%	nt	nt	-21
CC1(COc2ccc3[nH]ccc3c2)COc2ccc(C(=O)N3CC(O)C3)cc2N1 (centres undefined)	4%[88.5 µM]	?	-9%[87.6 µM]	?	?	10%[172 µM]	-2
C[C@@H](NCC1CCCC1)c1onc(-c2ccc(F)cc2)c1C(=O)O	-4%[88.5 µM]	3%[172 µM]	4%[87.6 µM]	1%[87.6 µM]	i	-2%[172 µM]	9
O=C(C1CCCN1[S+](=O)([O-])c1cccs1)N1CCC(c2nc3ccncc3[nH]2)C1 (centres undefined)	i	i	9%	23%	-4%	nt	-4
CC1=Nc2cc(C(=O)NC3CCC(C)CC3)ccc2Sc2c(C)ccc(C)c21 (centres undefined)	nt	nt	?	29%	nt	nt	-6
COc1cccc(-c2cn3cc(C(=O)NCc4cccc(Cl)c4)nc3s2)c1	i	?	?	7%	?	nt	2
O=C(O)C1(Oc2ccc3ncccc3c2)CCN(Cc2ccncc2)CC1	i	i	4%	5%	i	3%	7
O=C1NCc2ccccc2CC12CCN(Cc1ccc(O)cc1)CC2	1%	3%	-2%	-1%	i	nt	-2
CC(=O)N1CCC(C2CCN(C(=O)NCCc3ccccc3)C2)CC1 (centres undefined)	4%	i	-1%[12.5 µM]	8%	1%	5%	-4
CCOc1ccc(CC(=O)N2CCC3(CC2)CN(C(C)=O)CC3COC)cc1 (centres undefined)	-13%	i	-6%	3%	i	3%	2
CC(=O)N1CCN(Cc2ccccc2-c2ccc(C)c(Cl)c2)CC1	i	?	-3%[12.5 µM]	3%	?	nt	2
CCN1CCN(c2c(S(=O)(=O)c3ccc(OC)cc3)cnc3cc(OC)c(OC)cc23)CC1	nt	nt	-20%	2%	nt	nt	2
Cn1ncc(S(=O)(=O)Cc2ccccc2)c(Br)c1=O	-17%	nt	2%	5%	nt	nt	nt
Cc1ncoc1C(=O)N1CCC(C(=O)N2CCCCCCNC(=O)CC2)CC1	i	i	0%	8%	-5%	3%	-10

# (continued)
Structure	GPT2 inhibitor	HEK cytotox	SNCA viab count	SNCA expr inhib	3T3 cytotox	Luciferase inh	IP6K1 inh
CCOC(=O)c1ccc(NC(=O)CSc2ncc(S(=O)(=O)c3ccc(C)c(Cl)c3)c(=O)[nH]2)cc1	nt	nt	-15%	-2%	nt	nt	-49*
O=C(NC[C@H]1OC[C@@H](NCc2ccccc2F)[C@@H]1O)Nc1ccccc1	3%[88.5 µM]	2%[172 µM]	-2%[87.6 µM]	-1%[87.6 µM]	i	2%[172 µM]	-9
COc1ccccc1C(=O)N1CCC2(C1)C(=NC1CCCC1)NC(=O)N2c1cc(F)cc(F)c1 (centres undefined)	i	i	0%	2%	i	nt	2
O=C(c1ccc(F)cc1)N1CCCC(C(=O)N2CCCC(c3nc4ncccc4[nH]3)C2)C1 (centres undefined)	?	-21%	-16%	9%	-30%	nt	18

# A draw from above in order of molar mass, ascending.
Structure	GPT2 inhibitor	HEK cytotox	SNCA viab count	SNCA expr inhib	3T3 cytotox	Luciferase inh	IP6K1 inh
O=C1NCc2ccccc2CC12CCN(Cc1ccc(O)cc1)CC2	1%	3%	-2%	-1%	i	nt	-2
CC(=O)N1CCN(Cc2ccccc2-c2ccc(C)c(Cl)c2)CC1	i	?	-3%[12.5 µM]	3%	?	nt	2
O=C(NC[C@H]1OC[C@@H](NCc2ccccc2F)[C@@H]1O)Nc1ccccc1	3%[88.5 µM]	2%[172 µM]	-2%[87.6 µM]	-1%[87.6 µM]	i	2%[172 µM]	-9
CCOc1ccc(CC(=O)N2CCC3(CC2)CN(C(C)=O)CC3COC)cc1 (centres undefined)	-13%	i	-6%	3%	i	3%	2
Cc1ncoc1C(=O)N1CCC(C(=O)N2CCCCCCNC(=O)CC2)CC1	i	i	0%	8%	-5%	3%	-10
O=C(c1ccc(F)cc1)N1CCCC(C(=O)N2CCCC(c3nc4ncccc4[nH]3)C2)C1 (centres undefined)	?	-21%	-16%	9%	-30%	nt	18
CCN1CCN(c2c(S(=O)(=O)c3ccc(OC)cc3)cnc3cc(OC)c(OC)cc23)CC1	nt	nt	-20%	2%	nt	nt	2
CCOC(=O)c1ccc(NC(=O)CSc2ncc(S(=O)(=O)c3ccc(C)c(Cl)c3)c(=O)[nH]2)cc1	nt	nt	-15%	-2%	nt	nt	-49*

# Screening results: PubChem, National Center for Advancing Translational Sciences (NCATS)
